M5 ag: agonists of human muscarinic M5 receptor (CHRM5). P08912. CHO-K1 hM5 cells, Fluo-8 calcium fluorescence; 0% DMSO wells, 100% maximal acetylcholine response. activation, % at 3 µM. 360,000 tested, 0.19% active;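 active = activation above the run's mean over test compounds plus 3 SD, cut at about 23% in these data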;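 also: signal is peak over basal fluorescence ratio across the kinetic read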
M4 PAM: CHRM4 positive allosteric modulation; CHO-K1 hM4/Gqi5, Fluo-8 calcium fluorescence, ACh EC20; 0% = ACh EC20, 100% = maximal ACh; P08173; activation, % at 3 µM; 360,000 tested, 0.4% active; AID 624126;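 active = activation above its plate's cutoff, the mean activation of sample wells plus 3 SD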; also: some results filed as inactive read as strong as hits
Target sequence (P08173 whole entry, looked up): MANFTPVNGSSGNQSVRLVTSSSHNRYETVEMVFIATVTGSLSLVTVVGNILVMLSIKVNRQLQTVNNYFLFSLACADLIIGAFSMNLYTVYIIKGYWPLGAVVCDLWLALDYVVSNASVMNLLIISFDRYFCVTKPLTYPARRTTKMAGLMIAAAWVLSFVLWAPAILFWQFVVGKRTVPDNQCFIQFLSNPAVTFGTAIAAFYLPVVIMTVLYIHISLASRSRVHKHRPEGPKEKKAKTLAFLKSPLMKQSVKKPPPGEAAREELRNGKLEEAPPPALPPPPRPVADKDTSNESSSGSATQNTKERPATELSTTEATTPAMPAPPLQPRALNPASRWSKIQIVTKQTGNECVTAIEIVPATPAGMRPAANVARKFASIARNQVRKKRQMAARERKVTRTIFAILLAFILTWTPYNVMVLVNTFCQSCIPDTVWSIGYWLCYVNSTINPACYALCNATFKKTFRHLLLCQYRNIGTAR
CHO-K1 Ca antag: M1 antagonist counterscreen hit in parental CHO-K1 cells; ATP-induced calcium, Fluo-8 fluorescence; inhibition, % at 3 µM; 360,000 tested, 0.6% active; AID 602250;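 active = inhibition above a per-plate cutoff, the plate's mean sample inhibition plus 3 SD, cut at about 24% in these data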;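 also: 0% = DMSO plus EC80 ATP and 100% = DMSO alone without ATP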
M4 ag: agonists of human muscarinic M4 receptor (CHRM4). P08173. CHO-K1 hM4/Gqi5, Fluo-8 calcium fluorescence; vehicle 0%, full acetylcholine response 100%. activation, % at 3 µM. 360,000 tested, 0.14% active;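 active = activation above the run mean over all test wells plus 3 SD, cut at about 32% in these data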;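 also: peak over basal fluorescence ratio per well then scaled between controls; 0% = DMSO wells and 100% = acetylcholine at EC100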
CHRM5 antagonist: antagonists of human muscarinic M5 receptor (CHRM5) | P08912 | CHO-hM5 cells, Fluo-8 calcium fluorescence, ACh EC80 | inhibition, % at 3 µM | 360,000 tested, 0.59% active;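 active = inhibition above a per-plate cutoff, the mean of that plate's test compounds plus 3 SD, cut at about 27% in these data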;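 also: 0% = acetylcholine EC80 with DMSO and 100% = DMSO without agonist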
CHRM5 PAM: positive allosteric modulators of human muscarinic M5 receptor; CHO-K1 hM5, Fluo-8 calcium, ACh EC20 PAM; 0% = ACh EC20, 100% = ACh EC100; activation, % at 3 µM; P08912; 360,000 tested, 0.3% active;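 active = activation above the run cutoff, the mean activation of all test compounds plus 3 SD, cut at about 18% in these data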
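Replicates: One well per compound, no replicates | System: Human M5 receptor in CHO-K1 cells | Benchmarks: Low control EC20 acetylcholine (0%), high control EC100 acetylcholine (100%) | Probe or stimulus: Acetylcholine, EC20 level | Times: Fluo-8 loading 80 min at 37 °C plus 30 min room temperature | Signal: Intracellular calcium via Fluo-8 fluorescence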
CHRM4 antagonist: antagonists of human muscarinic M4 receptor (CHRM4) | P08173 | 360,000 tested, 0.73% active | CHO-hM4 cells, ACh EC80, Fluo-8 calcium fluorescence | inhibition, % at 3 µM;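 active = inhibition above its plate's cutoff, the mean inhibition of sample wells plus 3 SD, cut at about 27% in these data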;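 also: 0% = acetylcholine EC80 with DMSO and 100% = DMSO without agonist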
M1 ag parental: nonselective activator or artifact in parental CHO-K1 cells; Fluo-8 calcium fluorescence; scaled to maximal ATP response, vehicle zero; 360,000 tested, 0.48% active; activation, % at 3 µM; in the data active = activation above about 15%;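 also: untransfected CHO-K1 host cells lacking M1 receptor as counterscreen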
M1 PAM parental: counter-screen for M1 PAMs: effect in parental CHO-K1 cells | ATP EC20, Fluo-8 calcium fluorescence; 0% at ATP EC20, 100% at ATP max | AID 602247 | activation, % at 3 µM | 360,000 tested, 0.02% active;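 active = activation above the run cutoff, the mean activation of all test compounds plus 3 SD, cut at about 40% in these data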;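 also: peak over basal fluorescence ratio in a 140 s read after ATP addition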
* = called active by the depositor.

SMILES	M5 ag	M4 PAM	CHO-K1 Ca antag	M4 ag	CHRM5 antagonist	CHRM5 PAM	CHRM4 antagonist	M1 ag parental	M1 PAM parental
CCOc1ccc(CCNC(=O)CSc2nc3ncc(Cl)cc3[nH]2)cc1OCC	-3.1	5.4	-3.8	0.5	2.0	5.3	-5.9	0.1	13.1
CC(=O)C1=C(c2ccccc2)NC(=S)NC1c1ccc(O)c(O)c1 (configuration not stated)	8.8	-4.0	-9.1	-0.2	3.4	25.7*	-0.7	-0.5	20.0
CCCn1c(SCC(=O)C(C)(C)C)nc2ccccc21	-1.4	-2.4	5.3	-0.5	11.5	-8.3	3.3	-0.4	-3.6
CCCCOC(=O)Nc1nc2ccc([N+](=O)[O-])cc2s1	1.9	-1.4	0.6	0.5	-1.3	1.7	3.0	-0.1	-3.8
Cc1cccc(NC(=S)Nc2ccc3cn[nH]c3c2)c1	-3.7	3.1	1.2	0.3	10.1	-7.5	2.2	0.0	16.1
O=C(CCSCCc1ccccn1)Nc1ccc(Br)cn1	-1.8	3.8	-12.2	1.1	-1.2	-4.8	-5.1	1.0	13.6
Cc1c(NC2=CC(=O)CC(C)(C)C2)c(=O)n(-c2ccccc2)n1C	-1.0	19.3	-0.5	4.8	3.3	18.1	-6.9	-0.1	-5.6
COc1ccccc1C(=O)NCc1nnc(SC(C)C(=O)Nc2nccs2)n1C (configuration not stated)	-1.1	2.4	-2.4	1.6	5.7	3.1	9.2	0.5	-21.0
CCCN(C(=O)CSc1nnc(-c2ccc3c(c2)OCO3)o1)C1CCS(=O)(=O)C1 (configuration not stated)	1.1	-2.2	-5.4	1.2	1.2	-3.0	4.7	0.1	0.2
COC(=O)c1sc(C(C)(C)C)cc1CS(=O)(=O)c1ccc(Cl)cc1	-7.8	-14.9	-6.6	-0.7	-13.9	-6.8	-18.9	0.2	10.8
Cc1cccc(Sc2c(C=O)c3ccccc3n2C)c1	-3.4	-6.4	-13.6	-2.9	-0.8	-8.6	4.5	0.3	14.3
COc1ccc(C(=O)NCc2ccc3c(c2)cc(C)n3C)cc1OC	1.4	4.9	-0.5	2.1	10.5	0.0	-2.4	4.2	-3.8
Cc1ccc(C)c(OCCCCN2CCNCC2)c1C	-3.1	-0.4	13.8	2.5	-0.4	-2.0	-9.2	1.1	-2.8
COC(C[C@H]1O[C@@H]1[C@@H](O)[C@H](C)OCc1ccccc1)OC	-0.8	-1.0	-3.7	-1.0	9.2	8.3	-8.3	0.9	16.5
O=C1CCCCCN1Sc1ccccc1	1.7	13.1	-6.2	0.3	5.3	4.3	3.5	1.1	18.5
CS(=O)(=O)NCCCNc1ccc(Cl)cc1[N+](=O)[O-]	-3.3	-3.7	0.1	3.1	5.0	-3.1	8.7	0.8	-3.9
CCCCCCc1cc2cc(C(=O)NCc3ccccc3)c(=N)oc2cc1O	1.5	0.7	6.8	1.2	8.1	-4.9	2.8	2.9	6.9
Oc1ccccc1C=NNc1nc2ccccc2s1	3.3	15.6	-3.4	7.8	-1.8	14.6	-7.7	1.4	5.3
Cc1nc2ccc(NS(=O)(=O)c3c(F)cc(F)cc3Br)cc2s1	5.9	-11.4	1.2	10.5	20.8	-13.9	14.7	10.4	-21.1
COc1ccccc1C(CNC(=O)CN1C(=O)NC(C)(c2ccc3ccccc3c2)C1=O)N1CCCC1 (configuration not stated)	-11.4	-11.2	-19.5	0.8	15.8	-21.1	13.3	0.8	19.9
Cc1nn(CCOc2ccccc2)c(=O)n1-c1cccc(F)c1	1.8	4.1	-8.6	-0.2	3.2	-5.2	-2.6	-0.1	16.5
CCOC(=O)CSc1nc2cc3c(cc2cc1C)OCO3	-3.5	7.6	-10.8	-1.2	-2.1	-2.6	8.3	-0.2	19.2
N#CCCn1cc(C(=O)Nc2ccc(C(=O)O)cc2)c(-c2cccs2)n1	0.8	-0.7	4.4	0.1	8.2	-7.8	9.2	-0.2	-0.4
CCCN(C(=O)C(=O)Nc1ccc2nc3n(c(=O)c2c1)CCCCC3)c1ccc(OCC)cc1	0.7	-13.8	0.0	11.1	0.1	1.5	7.8	4.6	-2.7
O=C(/C=C/c1ccc2c(c1)OCO2)NCc1ccco1	-0.7	3.8	-6.2	0.3	3.0	-3.7	3.5	1.0	19.8
Cc1ccc(C2C(C=Nc3c(C)n(C)n(-c4ccccc4)c3=O)=C(c3ccccc3)Oc3ccccc32)cc1 (configuration not stated)	-5.3	-8.1	2.6	-1.6	-1.8	-3.1	10.7	-0.3	-1.1
CC(Sc1ccc(S(=O)(=O)N2CCCCC2)cn1)C(N)=O (configuration not stated)	0.8	-3.4	-10.7	0.8	5.2	-0.9	-6.8	0.8	4.2
CCOC(=O)C1(Cc2ccc(Cl)cc2)CCN(C2CCC2)CC1	-0.9	-8.4	-9.5	1.7	4.3	-8.7	4.8	3.0	20.3
Cc1ccc(OCc2ccc(C(=O)N3CCOCC3)cc2)cc1C	1.6	-3.8	7.0	4.0	8.8	-8.4	7.5	3.6	-11.2
Cc1ccc(S(=O)(=O)Nc2cc(Cl)ccc2-n2cncn2)cc1	2.5	-0.7	-15.9	2.5	1.3	0.6	-3.8	0.7	2.1
COc1ccc(-n2cnc3sc(-c4ccccc4)cc3c2=O)cc1	2.1	5.4	-20.4	2.1	1.7	-4.3	0.1	0.6	15.8
CCSC1=C(C#N)C(c2ccc(C)s2)CC(=O)N1 (configuration not stated)	1.3	5.2	-14.1	2.3	5.7	-4.0	3.6	1.4	19.9
NC(=S)NNc1cccc(Cl)c1	6.2	0.8	-17.4	2.4	1.1	8.7	-1.3	0.1	17.6
O=C(N/N=C/c1ccc2nccnc2c1)c1ccc(Br)cc1	2.8	-1.1	-5.2	0.2	-4.2	-2.7	-3.9	0.5	6.5
CC(C)CN1CCN(Cc2cnc(-c3ccc(Cl)cc3)nc2)CC1CCO (configuration not stated)	-2.5	-11.6	-15.2	2.9	-2.8	10.7	1.8	1.0	8.4
CCn1cc(C(=O)O)c(=O)c2cc(S(=O)(=O)N(C)C)ccc21	2.8	7.3	-29.0	0.5	0.2	-2.7	2.3	0.8	2.6
CCOc1ccc2[nH]c3c(=O)n(CCc4ccc(OC)cc4)cnc3c2c1	0.8	4.8	-2.5	1.2	4.3	6.9	-0.8	0.3	-2.5
COc1ccc(N/C=C/C(=O)c2ccc3c(c2)OCO3)cc1OC	-0.6	-1.8	-6.3	2.2	3.4	-11.9	8.4	1.2	5.2
CCN(CC)CCNCc1ccc(OCc2ccc(Cl)nc2)c(OC)c1	-4.7	-7.8	-5.9	-0.5	6.5	-3.2	12.7	0.0	-12.3
Cc1ccc(S(=O)(=O)Nc2nc3ccccc3nc2N2CCOCC2)cc1	0.6	3.7	-6.0	0.8	10.5	2.4	-6.1	1.2	13.3
Oc1ccc(C[C@H]2CNCCN2CCc2cccc3ccccc23)cc1	-3.7	11.9	-8.9	2.5	7.1	3.7	14.2	2.4	11.8
C=CCn1c(COc2cccc(C)c2)nnc1SCC(=O)c1c[nH]c2c(CC)cccc12	-1.4	6.4	-13.6	0.4	-3.1	4.2	-2.6	0.2	24.5
CCCCC(=O)OCC(=O)N1N=C(c2c[nH]c3ccccc23)C(O)C1c1ccc(OC)cc1 (configuration not stated)	-0.9	1.4	-7.8	3.6	6.8	-6.1	-11.1	1.4	-3.3
CCOc1ccccc1C=C1CCc2ccccc2C1=O	-1.1	-3.4	1.6	-1.6	-4.2	-4.9	-3.5	-0.8	11.9
CC(C)Oc1ccc(C(=O)NC2(C(F)(F)F)NC(=O)N(CCCc3ccccc3)C2=O)cc1 (configuration not stated)	-4.9	-32.7	-3.6	2.4	5.9	-16.3	5.8	0.3	4.1
CC(=O)c1ccc(Nc2cc(C)nc3ncnn23)cc1	0.6	1.3	-0.4	1.8	-4.5	1.9	3.2	0.5	14.8
O=C(O)/C=C/C(=O)NCc1cn(-c2ccccc2)nc1-c1cccc(Br)c1	10.1	-6.4	9.7	23.2	-3.3	5.6	3.8	7.8	9.5

Structures above with an aryl methoxy group (8):
SMILES	M5 ag	M4 PAM	CHO-K1 Ca antag	M4 ag	CHRM5 antagonist	CHRM5 PAM	CHRM4 antagonist	M1 ag parental	M1 PAM parental
COc1ccccc1C(=O)NCc1nnc(SC(C)C(=O)Nc2nccs2)n1C (configuration not stated)	-1.1	2.4	-2.4	1.6	5.7	3.1	9.2	0.5	-21.0
COc1ccc(C(=O)NCc2ccc3c(c2)cc(C)n3C)cc1OC	1.4	4.9	-0.5	2.1	10.5	0.0	-2.4	4.2	-3.8
COc1ccccc1C(CNC(=O)CN1C(=O)NC(C)(c2ccc3ccccc3c2)C1=O)N1CCCC1 (configuration not stated)	-11.4	-11.2	-19.5	0.8	15.8	-21.1	13.3	0.8	19.9
COc1ccc(-n2cnc3sc(-c4ccccc4)cc3c2=O)cc1	2.1	5.4	-20.4	2.1	1.7	-4.3	0.1	0.6	15.8
CCOc1ccc2[nH]c3c(=O)n(CCc4ccc(OC)cc4)cnc3c2c1	0.8	4.8	-2.5	1.2	4.3	6.9	-0.8	0.3	-2.5
COc1ccc(N/C=C/C(=O)c2ccc3c(c2)OCO3)cc1OC	-0.6	-1.8	-6.3	2.2	3.4	-11.9	8.4	1.2	5.2
CCN(CC)CCNCc1ccc(OCc2ccc(Cl)nc2)c(OC)c1	-4.7	-7.8	-5.9	-0.5	6.5	-3.2	12.7	0.0	-12.3
CCCCC(=O)OCC(=O)N1N=C(c2c[nH]c3ccccc23)C(O)C1c1ccc(OC)cc1 (configuration not stated)	-0.9	1.4	-7.8	3.6	6.8	-6.1	-11.1	1.4	-3.3
